# PriA SSB inh: K. pneumoniae PriA-SSBct interaction inhibition | 430,000 compounds, 0.6% hits | AID 1272365 | AlphaScreen SSBct-PriA binding, biotinylated peptide | inhibition, % at 33 µM; in the data active = inhibition mostly above about 37%, no sharp cut-off; inactive = mostly below about 20%;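 note: plate controls were negative control peptide for no effect and reference peptide for full effect; strong numbers were not always called active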
# * marks the source's active call; other numbers are inactive results; & = joins results of further samples.
No.	compound	PriA SSB inh
1	Cc1cc(C(=O)Nc2cnn(C3CCOC3)c2)c(C)o1 (configuration not stated)	0
2	COc1ccc(C=Nn2cnnc2SCc2ccccc2)cc1	-4
3	COc1ccc(C(O)=C2C(=O)C(=O)N(CCN3CCOCC3)C2c2ccccn2)cc1OC (configuration not stated)	-3
4	Cn1nc(C(=O)NCc2ccccn2)c2ccccc21	-5
5	O=C(Cc1cccs1)NCCS(=O)(=O)N1CCN(c2ncccn2)CC1	-19
6	Cc1nc(NC(=O)CCl)sc1C(=O)OCC(C)C	8
7	O=C(c1cc(-c2ccco2)[nH]n1)N1CCc2cnc(N3CCOCC3)nc2C1	-32
8	O=C(NN=Cc1cccc([N+](=O)[O-])c1)c1cc(-c2ccc3c4c(cccc24)CC3)n[nH]1	3
9	O=C(Nc1nnc(Cc2ccccc2)o1)C1CCCC1	-9
10	O=[N+]([O-])c1nn(-c2cccc(Cl)c2)n(O)c1=NC1CCCCCC1	66*
11	O=C(CN1CC(c2nc(C3CC3)no2)C1)NC[C@H]1CCCO1	-1
12	NC(=O)CSc1ncc(CO)n1Cc1ccc(F)cc1	-12&-3
13	CCN1CCN(c2nc3ncn(CC(=O)Nc4ccc(Br)cc4F)c(=O)c3s2)CC1	0
14	Cc1ccc(NC(=O)Cn2nc3ccc(SC(C)(C)C)nn3c2=O)cc1Cl	-14
15	COC(=O)N1CCC(CNC(=O)c2cn(C)nc2OC)CC1	-10
16	Cc1cc(NC(=NS(=O)(=O)c2cc(F)ccc2F)c2ccccc2)n(-c2ccccc2)n1	12
17	Cc1cc(C)cc(NC(=O)N2CCN(c3ccc4nncn4n3)CC2)c1	9
18	NCCc1ccsc1	3
19	CC(=O)Nc1c(C(=O)Nc2ccc(C)c(Cl)c2)nnn1-c1ccc(C)cc1	-1
20	Cc1nn(-c2cc(SCc3cc(=O)n4cc(Cl)ccc4n3)ncn2)c2c1CCCC2	0
21	O=C(NN=Cc1cc([N+](=O)[O-])ccc1O)C1CCCCC1	4
22	C=CCn1c(SCC(=O)N2CCCCCC2)nc2sc3c(c2c1=O)CCCCC3	1
23	COc1ncc(NC(=O)Nc2ccc(C)c(Cl)c2)c(OC)n1	0
24	CC(C)NC(=O)N1CCC(c2nnc(C3CC3)s2)CC1	-13
25	CC(=O)N1CC(C(=O)NCc2c(F)cccc2F)C1	-16
26	COC(=O)c1ccc(CN2CC(c3nc(-c4cccc(Cl)c4)no3)C2)cc1	-11
27	O=C(NCc1ccc(F)cc1)C1(c2cccs2)CCCC1	-20
28	O=C(CCc1nc2sc3c(c2c(=O)[nH]1)CCCCC3)N1CCN(c2ccccn2)CC1	1
29	CC(=O)N1CCN(C(=O)c2cc(-c3ccccc3)nc3c2c(C)nn3C2CCS(=O)(=O)C2)CC1 (configuration not stated)	-5
30	O=C(CSc1n[nH]c(=O)c2cc(-c3ccco3)nn12)N1CCCCC1	-9
31	O=C(CCS(=O)(=O)c1ccccc1)N1CCN(c2ccc(-n3cncn3)nn2)CC1	11
32	COc1ccc(C=NN2CCN(Cc3ccc(C)cc3)CC2)cc1Br	33
33	Cn1nc(CNC(=O)c2ccccc2C(F)(F)F)cc1-c1ccco1	2
34	O=C(CCCc1ccccc1)Nc1ccc(SCC(=O)N2CCCC2)nn1	-1
35	COc1cccc(C=NNC(=O)CNC(=O)c2ccc(S(=O)(=O)N3CCCC3)cc2)c1OC	2
36	Cc1cc(N)n(-c2nc(-c3ccc(F)cc3)cs2)n1	-10
37	CNC(=O)Cn1cc(-c2nnc(C)o2)c2ccccc21	-1
38	Brc1ccc(-c2nnc3sc(-c4ccccn4)nn23)cc1	50
39	CC(=NNC(=O)C(=O)Nc1ccc(C)c(Cl)c1)c1ccncc1	-23
40	O=C(Cc1cccs1)N1Cc2cnc(N3CCOCC3)nc2C1	2
41	CC(C)(C)NC(=O)C(=O)NCC1(c2cccs2)CC1	10
42	CC1(c2ccccc2)NN=C2Oc3ccccc3N21 (configuration not stated)	12
43	CC(=NNC(=O)c1ccc(N2CCCC2=O)cc1)c1ccc(O)cc1O	-9
44	CC(C)(C)OCc1ccc(Br)cc1	20
45	COC(=O)N1CCc2ccc(NC(=O)c3csc(-c4ccccc4)n3)cc2C1	1
46	CCCC(=O)Nc1ccc2nc(C)n(-c3ccccc3)c(=O)c2c1	5
47	ON=Cc1cccn1-c1ccc(O)cc1	-8
48	O=S(=O)(NCC1(c2cccs2)CC1)c1ccc2c(c1)CCCC2	1
49	O=C1OC2(CCN(C(=O)c3ccc(Cn4ccnc4)cc3)CC2)c2ccccc21	-14
50	COc1ccccc1N1CCN(N=Cc2c(C)nn(-c3ccccc3)c2C)CC1	30
51	O=C(CSC1CCCC1)Nc1nc2c(s1)C(=O)NCCC2	12
52	Cc1cc2ncc(NC(=O)c3cc4ccccc4o3)cn2n1	-11
53	Cc1ccc(C=NNC(=O)CNC(=O)c2ccc(S(=O)(=O)N(C)C)cc2)cc1	3
54	CS(=O)(=O)N1CCN(c2ccc(-c3cccs3)nn2)CC1	-5
55	Cc1cc(C)c2sc(N(Cc3ccco3)C(=O)c3ccc(Cl)cc3)nc2c1	-1
56	Cc1cc(C(=O)NC[C@@](O)(c2ccccc2)C2CC2)no1	-8

# Continued:
No.	compound	PriA SSB inh
57	O=C(NCc1cncc(-c2cccs2)c1)Nc1ccccc1C(F)(F)F	-22
58	CC1CN(c2ncnc3c2cnn3CCNC(=O)CCCc2ccccc2)CC(C)O1 (configuration not stated)	-14
59	CC(C)C(=O)Nc1ccc(S(=O)(=O)NCCCc2ccc(N(C)C)cc2)cc1	-6
60	COc1ccc(NC(=O)c2ccc(COc3cccc4c3OC(C)(C)C4)cc2)c(OC)c1	-6
61	Cc1ccccc1Oc1ccc(S(=O)(=O)N[C@H]2CCN(c3nccs3)C2)cc1	16
62	CCCCC(=O)NC(NC(=O)CCCC)c1cccc(OC)c1	-1
63	CC(C)(C)c1ccc(OCC(=O)Nc2ccc3c(c2)N(C(=O)c2ccco2)CC3)cc1	2
64	COC(=O)c1sccc1S(=O)(=O)N1CC(S(=O)(=O)Cc2ccco2)C1	5
65	O=S(=O)(NCCOc1ccc(-c2cccs2)nn1)c1ccc2c(c1)CCCC2	3
66	COc1cccc([C@H](CNC(=O)CCc2ccccc2F)OC)c1	0
67	CC(C)c1cccc(C(C)C)c1NC(=O)C(C)(C)C	-15
68	O=C(COc1ccccc1F)N(Cc1ccsc1)Cc1ccco1	-6
69	O=C(CCC1CCCCC1)NCCOc1ccc2nnc(-c3ccccc3)n2n1	-16
70	C=CCOCC(O)CNC(C)(C)CC(C)(C)C (configuration not stated)	6
71	COc1ccc([N+](=O)[O-])cc1NC(=O)C1CCN(c2ccc(-c3ccccc3)nn2)CC1	-8
72	O=C(NC[C@@](O)(c1ccco1)C1CC1)c1ccc2nsnc2c1	0
73	COc1ccccc1NC(=O)CSc1nnc(-c2cccs2)n1Cc1ccco1	4
74	COc1ccc(OC)c(NC(=O)c2oc3ccccc3c2NC(=O)Cc2ccc(F)cc2)c1	-8
75	COc1ccc(Cl)cc1NC(=O)Cn1nc(-c2ccco2)c2sc(N3CCCC3)nc2c1=O	0
76	O=C(NN=CC1CC=CCC1)c1ccc(O)cc1O (configuration not stated)	2
77	COc1ccc(C=NNC(=O)CNC(=O)C2COc3ccccc3O2)cc1[N+](=O)[O-] (configuration not stated)	-1
78	Cc1cc(C(O)CCNC(=O)c2c(F)cccc2Cl)c(C)o1 (configuration not stated)	-15
79	COc1ccc(-c2ccc(N3CCC(C(=O)N4CCOCC4)CC3)nn2)cc1	-11
80	O=C(NNC(=O)c1ccccc1Cl)c1ccc(=O)n(Cc2ccc(Cl)cc2)c1	5
81	O=C(Nc1c2c(nn1-c1cccc(Cl)c1)CS(=O)C2)c1ccc(S(=O)(=O)N2CCCCC2)cc1 (configuration not stated)	3
82	O=C(NC1CCCCCC1)c1sccc1S(=O)(=O)N1CCN(c2ccc(F)cc2)CC1	-12
83	CC1CCc2c(sc(N=CN(C)C)c2C#N)C1 (configuration not stated)	12
84	COc1ccc(Cl)cc1NC(=O)CSc1nccn1-c1cccc(C(=O)Nc2ccccc2)c1	-4
85	CNCc1cc2ccccc2s1	12&-6
86	Cc1nc(N2CCN(C(=O)c3cc(-c4cccs4)nn3C)CC2)cc(C(F)(F)F)n1	2
87	CC(C)c1cc(C(=O)NN=Cc2cccnc2)cs1	-2
88	O=c1[nH]c2cccnc2c(=O)n1Cc1ccccn1	-17

# A second format for 2 compounds above:
83: CC1CCc2c(sc(N=CN(C)C)c2C#N)C1 (configuration not stated)
  PriA SSB inh = 12
85: CNCc1cc2ccccc2s1
  PriA SSB inh = 12&-6

# Additional records:
No.	compound	PriA SSB inh
89	O=C(COc1ccccc1F)Nc1cccc(N2CCCCC2=O)c1	-3
90	CCOC(=O)C(C(N)=NC)=C(O)c1ccccc1	-12
91	CC(Cn1nnc([N+](=O)[O-])n1)=NNC(=O)c1ccc(O)cc1	-5
92	Cc1cccc(N2C(=O)CC(Nc3ccc(N4CCCCC4)cc3)C2=O)c1C (configuration not stated)	44
93	O=C(CCc1ccccc1)Nc1cnc(N2CCCC2)nc1	-10
94	O=C(Nc1nc(C(=O)Nc2cccc(Cl)c2)co1)c1ccncc1	4
95	COC(=O)c1c(NC(=O)c2cc(=O)c3ccccc3o2)sc2c1CC(C)(C)NC2(C)C	-3
96	CCc1ccccc1NCN1C(=O)c2cccnc2C1=O	3
97	CCOC(=O)Cc1csc(NC(=NS(=O)(=O)c2cc(Br)ccc2OCC)c2ccccc2)n1	1
98	Cc1ccccc1OCC(=O)Nc1ccc2c(c1)N(C(=O)c1ccco1)CC2	12
99	Cc1csc(NC(=O)C2CCN(c3ccc(-n4cccn4)nn3)CC2)n1	-2
100	FC(F)(F)c1cccc(CSc2ncnc3c2oc2ccccc23)c1	-5
101	Cc1nnc2ccc(OCCNS(=O)(=O)c3cccnc3)nn12	-20
102	CCOC(=O)CSc1ccc2nnc(-c3ccccn3)n2n1	90*
103	O=C(NN=Cc1cccnc1)C1CCCN(S(=O)(=O)c2ccccc2)C1 (configuration not stated)	-9
104	O=S(=O)(NCc1csc(-c2ccccc2)n1)c1cc(Cl)ccc1Cl	0
105	Cc1cc(C)n(C(C)CC(=O)N2CCN(S(=O)(=O)c3ccc(C)c(C)c3)CC2)n1 (configuration not stated)	-13
106	Cc1nc(-c2cccc(NC(=O)C3CCCN(c4ccc(-n5ccnc5)nn4)C3)c2)cs1 (configuration not stated)	-18
107	COC1(CNC(=O)C(N)=O)Cc2ccccc2C1	6
108	CCOC(=O)N1CCN(C(=O)Cc2csc(NC(=O)c3ccc4c(c3)OCO4)n2)CC1	7
109	O=C1CC(=O)N(c2cccc(C(F)(F)F)c2)C(=S)N1c1cccc(Cl)c1	-1
110	O=S(=O)(Nc1cnc2ccnn2c1)c1ccc(C(F)(F)F)cc1	4
111	COc1cc2c(cc1N)oc1ccccc12	20
112	O=S(=O)(c1cccc(Cl)c1)N1CCN(C[C@H](O)C2CC2)CC1	-3
113	CS(=O)(=O)c1ccccc1-c1nnc(NC(=O)c2nc3ccccc3s2)o1	-18&-14
114	Cc1ccc2nc(NC(=O)CCn3c(=O)oc4ccccc43)sc2c1	4
115	CCCc1c(C(=O)NN=Cc2sccc2C)nnn1-c1nonc1N	-8
116	CCOC(=O)c1c(N=Cc2ccc(OC)cc2O)sc2c1CCN(C)C2	-10
117	O=S(=O)(c1ccc(Cl)s1)N1CCC(CSc2ccccn2)CC1	17
118	O=C(c1cccc(Cl)c1)N1CCSC(c2ccccc2F)CC1 (configuration not stated)	-14
119	O=S(=O)(c1cccs1)N1CCn2cccc2C1c1ccc(Cl)cc1Cl (configuration not stated)	-5
120	CC(=O)N(C)Cc1nc(CCN)no1	-12
121	CC(C)c1ccc(NC(=O)CCc2csc(NS(=O)(=O)c3ccc(F)cc3)n2)cc1	-4
122	Cc1ncc([N+](=O)[O-])n1CC(=O)NN=Cc1ccc(F)cc1	-5
123	CN(C)CCCNC(=S)N=c1sccn1Cc1ccccc1Cl	2
124	O=C(CCCn1nc(-c2ccco2)ccc1=O)NCCc1ccccc1	-3
125	Cc1ccc2c(=O)c(C(=O)N3CCOCC3)cn(CC(=O)NCc3ccc(F)cc3)c2n1	2
126	O=C(c1cc([N+](=O)[O-])cc([N+](=O)[O-])c1)N1CCN(c2ccccn2)CC1	9
127	O=C(COc1ccccc1F)NCCn1ncc2c(=O)n(Cc3cccc(C(F)(F)F)c3)cnc21	-11&-9
128	Cc1nnc(SCC(=O)Nc2cc(C(C)(C)C)cc(C(C)(C)C)c2)s1	-11

# A different layout for part of the listing above.
(128) Cc1nnc(SCC(=O)Nc2cc(C(C)(C)C)cc(C(C)(C)C)c2)s1
  PriA SSB inh: -11
(126) O=C(c1cc([N+](=O)[O-])cc([N+](=O)[O-])c1)N1CCN(c2ccccn2)CC1
  PriA SSB inh: 9
(121) CC(C)c1ccc(NC(=O)CCc2csc(NS(=O)(=O)c3ccc(F)cc3)n2)cc1
  PriA SSB inh: -4
(127) O=C(COc1ccccc1F)NCCn1ncc2c(=O)n(Cc3cccc(C(F)(F)F)c3)cnc21
  PriA SSB inh: -11&-9

# The list continues.
No.	compound	PriA SSB inh
129	COc1ccc(NC(=O)CSc2ncccn2)c(OC)c1	-16&0
130	COc1cc(C=NNc2cccc(C)c2)ccc1OC(=O)c1cccs1	2
131	Cc1noc(C)c1C(=O)N1C2CCC1c1cncnc1C2 (configuration not stated)	-7
132	Cc1nn(C2CCS(=O)(=O)C2)c2nc(-c3ccco3)cc(C(=O)NCc3ccco3)c12 (configuration not stated)	-4
133	CC(C)C(=O)N1CCc2ccc(NC(=O)c3ccc(F)cc3Cl)cc2C1	-12
134	CCc1ccc(CNC(=O)c2c(O)c3cccnc3[nH]c2=O)cc1	-12
135	COc1ccccc1C(=O)NCc1cc(C)nc(N2CCCCC2)n1	-15
136	CC1(C)COc2ccc(NC(=O)c3cccc(Cl)c3)cc2NC1=O	2
137	COC(=O)c1ccc(NC(=O)Cc2cc(=O)[nH]c(SCc3cccc(Cl)c3)n2)cc1	-16&-16

# High-throughput results (PubChem)

# Some of the compounds tested; count on the stated rates, not on these rows.
